Screens: PubChem, several laboratories
phage Ecoli inh – E. coli growth loss with phage present; growth absorbance; inhibition, % at 11.9 µM; 360,000 compounds, 0.26% hits; in the data active = inhibition above about 11%
AddAB inh – less growth of phage-infected E. coli with AddAB | E. coli expressing H. pylori AddAB, absorbance growth | inhibition, % at 11.9 µM | 330,000 compounds, 0.29% hits | AID 435030; in the data active = inhibition above about 12%;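 note: 0% = vehicle wells of infected cells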
HTR5A inv ag – counter-screen for OPRM1-OPRD1 inverse agonists: human HTR5A inverse agonism; P47898; HTR5A cell line, luminescence; inhibition, % at 9.3 µM; 340,000 compounds, 0.083% hits; in the data active = inhibition mostly above about 23%, no sharp cut-off; inactive = mostly below about 18%;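 note: 0% = cells with DMSO and 100% = no-cell wells with DMSO; some compounds called inactive have numbers as strong as hits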
Ecoli viability – bacterial growth inhibition, counter-screen for AddAB inhibitors; E. coli V3065 growth, OD600 absorbance, 18 h; inhibition, % at 11.9 µM; 330,000 compounds, 0.27% hits;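 active = inhibition above the campaign's mean inhibition across all tested compounds plus 3 SD, cut at about 9.9% in these data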;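 note: uninfected addAB+ strain grown without phage in ampicillin broth; 0% = DMSO wells and 100% = ciprofloxacin 0.95 µg/ml wells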
OPRM1-OPRD1 ag – agonists of human mu-delta opioid receptor heterodimerization; cells, OPRM1-OPRD1 heterodimerization, luminescence; 340,000 compounds, 0.3% hits; activation, % at 9.3 µM; P35372+P41143; in the data active = activation above about 18%;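 note: 0% = vehicle-treated cells and 100% = reference agonist; values of inactives mirror those of a sister screen read the other way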
Target sequence (P35372 whole entry, looked up): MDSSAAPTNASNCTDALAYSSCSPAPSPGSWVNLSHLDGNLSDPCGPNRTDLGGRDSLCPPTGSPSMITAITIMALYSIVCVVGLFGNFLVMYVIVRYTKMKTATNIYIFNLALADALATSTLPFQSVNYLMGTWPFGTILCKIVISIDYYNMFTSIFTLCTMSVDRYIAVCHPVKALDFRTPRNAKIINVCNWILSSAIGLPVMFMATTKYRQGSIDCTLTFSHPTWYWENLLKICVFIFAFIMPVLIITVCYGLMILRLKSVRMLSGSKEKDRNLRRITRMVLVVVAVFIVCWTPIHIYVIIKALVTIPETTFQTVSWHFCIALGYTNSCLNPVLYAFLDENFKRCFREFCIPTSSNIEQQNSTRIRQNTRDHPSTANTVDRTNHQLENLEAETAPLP
Target sequence (P41143 whole entry, looked up): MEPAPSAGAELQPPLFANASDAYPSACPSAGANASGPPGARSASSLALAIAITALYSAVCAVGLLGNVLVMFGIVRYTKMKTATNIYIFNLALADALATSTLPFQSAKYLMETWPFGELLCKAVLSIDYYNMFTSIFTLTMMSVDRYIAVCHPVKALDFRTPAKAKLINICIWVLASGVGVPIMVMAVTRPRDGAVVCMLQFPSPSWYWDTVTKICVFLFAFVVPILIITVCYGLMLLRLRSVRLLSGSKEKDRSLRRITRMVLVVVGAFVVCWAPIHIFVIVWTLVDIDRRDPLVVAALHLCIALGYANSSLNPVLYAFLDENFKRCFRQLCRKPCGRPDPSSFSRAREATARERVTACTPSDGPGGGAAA
Mot1-301 SUMO – inhibitors of SUMOylation pathway: yeast Mot1-301 growth rescue; S. cerevisiae Mot1-301 growth rescue, ATP luminescence, 38.5C; percent above DMSO median, 100 means doubled; growth rescue, % at 18.8 µM; 320,000 compounds, 1% hits; AID 2716;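 active = every valid replicate shows activation above 250% relative to neutral control wells; inactive = the rest, any valid replicate at or below 250%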;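 note: OY570 slx delta 5 strain wells were the positive control but not used for scaling; some compounds called inactive have numbers as strong as hits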
PfHsp90 set2 – growth inhibition of yeast expressing Plasmodium Hsp90; 310,000 compounds, 0.32% hits; inhibition, % at 9.4 µM; S. cerevisiae expressing PfHsp90, BacTiter-Glo ATP, 48 h; yeast lacking PDR1 and PDR3 efflux regulators;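 active = every replicate shows inhibition above about 80%, whatever the replicate mean, limit read from the data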;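 note: 0% = DMSO neutral controls and 100% = 20 µM radicicol positive controls; yeast relying on Plasmodium falciparum Hsp90 in place of its own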
PKA-R2B activ – PKA-R2B complex activation. activation, % at 11.4 µM. P22694+P31323. 340,000 compounds, 0.079% hits. PKA-R2B holoenzyme dissociation, Cy5-IP20 fluorescence polarization; R2B truncated from residue 108, S112A mutant; 0% DMSO only, 100% 113 µM cGMP;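 active = activation above a cutoff set at the mean over all compounds plus 3 SD, cut at about 18% in these data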;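 note: higher means more holoenzyme dissociation and a rise in polarization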
PKA-R1A act – activators of PKA-R1A complex. P00514+P68181. PKA-R1A dissociation, Cy5-IP20 fluorescence polarization; scaled: DMSO 0%, 113 µM cGMP 100%. activation, % at 11.4 µM. 340,000 compounds, 0.083% hits;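 active = percent activation above the mean of all tested compounds plus 3 SD, cut at about 19% in these data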;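 note: higher means more PKAc released from R1A so a rise in polarization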
OPRM1-OPRD1 inv – inverse agonist of human OPRM1-OPRD1 heterodimerization | P35372+P41143 | cell-based MOR-DOR heterodimer luminescence, inverse agonism | inhibition, % at 9.3 µM | 340,000 compounds, 0.21% hits; in the data active = inhibition above about 22%, passing the limit was not always enough;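 note: 0% = cells with DMSO and 100% = wells without cells with DMSO; values of inactives mirror those of a sister screen read the other way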
Tat transport – inhibitors of E. coli Tat protein transport. E. coli MC4100 TorA-mCherry Tat export, fluorescence. 340,000 compounds, 0.036% hits. AID 488895. inhibition, % at 10 µM;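 active = mean replicate inhibition at least 50% and at least half of replicates individually reaching 50%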;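 note: exported cargo escapes ClpAP degradation while cytoplasmic cargo is degraded and loses fluorescence; 0% = median of neutral control wells and 100% = median of NaSCN control wells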
Starred values were filed as active, the others as inactive; . = not tested or not shown; + = active, no number. Rows were taken by chance (roughly 2.2% active in at least one column).

SMILES	phage Ecoli inh	AddAB inh	HTR5A inv ag	Ecoli viability	OPRM1-OPRD1 ag	Mot1-301 SUMO	PfHsp90 set2	PKA-R2B activ	PKA-R1A act	OPRM1-OPRD1 inv	Tat transport
C=CCn1c(SCC(=O)O)nnc1-c1cccc(Cl)c1	0.8	2.0	13	0.1	0.9	-7	12	2	1	-4	4
CC(=O)Nc1ccc(NC(=O)C2CCCN2C(=O)Nc2ccc(F)c([N+](=O)[O-])c2)cc1 (stereo unspecified)	1.1	0.3	-11	0.9	-0.9	4	33	-11	10	5	0
CCN(C(=O)COC(=O)/C=C/c1cccc([N+](=O)[O-])c1)c1c(N)n(Cc2ccccc2)c(=O)[nH]c1=O	0.7	2.5	-32	0.3	-2.1	0	-12	-2	-10	9	6
Cc1cc(NC(=O)Cn2cnc3c(cnn3C(C)(C)C)c2=O)no1	2.5	0.7	22	0.3	-0.2	3	10	-3	7	1	2
O=C(NNC(=O)c1ccccc1O)c1ccco1	3.9	2.0	4	-0.1	-3.7	+	-18	-3	-2	19	2
CNCc1ccccc1Sc1ccc(OC)c(OC)c1	0.7	2.7	11	-1.0	-4.0	-16	5	1	-7	17	1
Cc1cc(=O)oc(C)c1C(=O)N[C@@H]1CCCCNC1=O	1.3	0.6	9	0.8	-3.1	4	13	6	-2	17	8
COc1ccc(CN(C(=O)CSc2nnc(-c3ccccc3C)o2)c2ccc(F)cc2)cc1	1.8	2.8	0	2.2	0.4	-9	25	12	-3	-2	3
CCOC(=O)C1CCN(C(=O)c2cccnc2)CC1	3.0	1.4	-4	-0.5	-2.0	597	0	0	1	12	-21
COc1ccc(NC(=O)Cc2c(C(=O)O)n(C)c3ccccc23)cc1OC	2.3	3.7	18	-0.2	1.2	17	24	1	-1	-6	-5
Cc1ccc(O)c(-c2[nH]ncc2C(=O)c2ccc(Cl)cc2)c1	2.2	0.2	-6	2.4	1.9	-8	8	1	2	-10	3
S=C(Nc1ccccc1)N1N=C(c2cccs2)CC1c1cccs1 (stereo unspecified)	2.4	-1.3	-2	-3.9	2.4	182	-13	-11	-3	-13	5
CC1=CC(c2ccc(Cl)cc2)n2nc(NC(=O)CCC(=O)O)nc2N1 (stereo unspecified)	2.1	0.3	-3	0.2	-4.1	224	23	2	6	22	13
CCOC(=O)C1(Cc2cccc(OC)c2)CCN(Cc2csc(C(C)=O)c2)CC1	4.5	4.9	6	2.5	1.7	14	2	1	-9	-9	-1
Cc1nc(-c2ccccn2)nc(N(C)c2ccccc2)c1Cl	3.2	-3.0	-1	-4.5	-1.7	0	-7	4	5	10	-10
Brc1cccc(CNCC2CCCO2)c1 (stereo unspecified)	-1.4	4.1	-14	-1.9	-0.9	2	4	0	1	4	-3
O=c1oc2c(CN3CCOCC3)c(O)c(Cl)cc2c2c1CCC2	2.2	.	-5	.	-1.9	.	12	-2	-8	9	-9
CCN(CC(=O)Nc1ccc(NC(C)=O)cc1)C(=O)c1oc2c(ccc3ccccc32)c1C	3.3	-0.8	-9	-1.6	1.2	0	-15	-9	-2	-6	-10
O=C(O)CCN1C(=O)c2ccc(NC(=O)CSc3ccc(Cl)cc3)cc2C1=O	2.1	-0.5	-9	-0.9	-1.2	-3	-17	2	-2	6	2
CCN(C(=O)COC(=O)CCC(=O)c1ccc(Cl)cc1)c1c(N)n(Cc2ccccc2)c(=O)[nH]c1=O	0.0	.	4	.	-2.1	.	-1	-5	-15	9	-12
CCn1c(CSc2nc3ccccc3s2)nnc1SCC(=O)OC(C)(C)C	-1.6	2.1	-12	-0.7	-0.6	-8	.	3	-4	3	-2
CN(C)CCCNc1nc(-c2ccccc2)c2c(c1C#N)CC(C)(C)OC2	0.9	2.0	3	2.0	-3.0	18	13	-5	-7	15	3
CCCc1nnc2n1N=C(c1ccc(C)cc1)CS2	-1.1	2.7	9	0.7	-2.9	-10	-16	-3	0	16	1
Cc1[nH]c(=O)[nH]c1C(=O)CCCCC(=O)O	0.2	1.5	-28	1.6	-2.3	0	.	-16	-8	12	-6
CC(C)CN(C(=O)COC(=O)c1ccc([N+](=O)[O-])s1)c1c(N)n(Cc2ccccc2)c(=O)[nH]c1=O	3.4	-1.6	5	-0.2	5.9	-8	0	-3	-19	-39	-8
COc1ccc(/C=C2\SC(=O)N(CCNC(=O)Cc3coc4cc(C)ccc34)C2=O)cc1OC	2.6	-1.8	-7	0.0	2.8	5	-1	-7	-2	-20	-5
CC(=O)Nc1ccc(NC(=O)C(C)OC(=O)c2ccc3ccccc3n2)cc1 (stereo unspecified)	-1.2	0.9	-10	-3.5	-2.0	6	15	-3	-1	8	1
Cn1c(COc2ccccc2)nnc1SCC(=O)Nc1ccc2c(c1)OCO2	-0.1	0.7	17	1.4	-0.4	-13	-14	6	-5	2	6
COc1cc(N)c(Cl)cc1C(=O)OCC(=O)NCc1cccs1	1.0	0.8	-12	-1.1	-1.4	-5	5	-5	-1	5	-4
Cc1ccc(NC(=S)NC(C)(C)C)c([N+](=O)[O-])c1	1.2	1.8	8	1.7	-3.0	0	15	1	3	15	6
COc1ccccc1OCc1ccc(C(=O)NC2CCCCC2)o1	2.6	4.0	-19	0.0	-1.3	5	28	-8	5	7	1
CCCOc1ccc(S(=O)(=O)N2CCN(C)CC2)c2ccccc12	2.3	3.7	-7	-0.3	1.4	-20	18	1	-1	-9	9
CCNC(=S)NC1CC2CCCC(C1)N2CCc1ccccc1 (stereo unspecified)	0.7	3.2	8	-0.2	0.0	-2	2	-8	6	0	0
Nc1ncc(N=Nc2cc(C(=O)O)ccc2Cl)s1	6.0	10	12	11*	-4.9	30	-18	-1	3	25	-8
CCOc1ccc2oc(=O)cc(CN3CCN(Cc4ccccc4)CC3)c2c1	0.6	2.7	-5	-1.2	-2.0	8	-5	11	5	9	1
CC(C)N1CCc2c(sc(NC(=S)NC(=O)c3ccccc3)c2C#N)C1	1.7	2.9	12	0.4	-3.6	-16	10	-3	-6	18	-8
COc1cccc(NC(=O)C2CCN(S(C)(=O)=O)CC2)c1	0.9	1.8	-4	-0.2	-0.9	-15	15	0	-10	5	-11
Cc1ccc(S(=O)(=O)N2CCN(C(=O)CN3C(=O)NC(C)(c4ccc(Cl)cc4)C3=O)CC2)c(C)c1 (stereo unspecified)	1.2	1.9	-7	1.7	0.1	-4	3	-12	-1	-1	6
Nc1cc(Oc2ccc(Cl)cc2Cl)nc(N)n1	3.0	1.5	-8	0.4	-2.0	7	3	-9	0	10	-2
Cc1ccc(CNC(=O)CN2C(=O)NC3(CCCC3)C2=O)cc1	3.9	-1.5	-21	-1.1	-1.5	-16	14	5	1	8	-2

Arranged by value in phage Ecoli inh (lowest first): 3 from the list above
compound	phage Ecoli inh
COc1cccc(NC(=O)C2CCN(S(C)(=O)=O)CC2)c1	0.9
CCCOc1ccc(S(=O)(=O)N2CCN(C)CC2)c2ccccc12	2.3
Nc1cc(Oc2ccc(Cl)cc2Cl)nc(N)n1	3.0

Mot1-301 SUMO: hit marks shown above
Compound | phage Ecoli inh | AddAB inh | OPRM1-OPRD1 ag | Mot1-301 SUMO | PKA-R2B activ | PKA-R1A act | OPRM1-OPRD1 inv | Tat transport
O=C(NNC(=O)c1ccccc1O)c1ccco1 | 3.9 | 2.0 | -3.7 | + | -3 | -2 | 19 | 2

Whole records, looked up by structure.
`Nc1cc(Oc2ccc(Cl)cc2Cl)nc(N)n1` is listed with phage Ecoli inh = 3.0; AddAB inh = 1.5; HTR5A inv ag = -8; Ecoli viability = 0.4; OPRM1-OPRD1 ag = -2.0; Mot1-301 SUMO = 7; PfHsp90 set2 = 3; PKA-R2B activ = -9; PKA-R1A act = 0; OPRM1-OPRD1 inv = 10; Tat transport = -2
`CCOc1ccc2oc(=O)cc(CN3CCN(Cc4ccccc4)CC3)c2c1` is listed with phage Ecoli inh = 0.6; AddAB inh = 2.7; HTR5A inv ag = -5; Ecoli viability = -1.2; OPRM1-OPRD1 ag = -2.0; Mot1-301 SUMO = 8; PfHsp90 set2 = -5; PKA-R2B activ = 11; PKA-R1A act = 5; OPRM1-OPRD1 inv = 9; Tat transport = 1

Other structures follow.
SMILES	phage Ecoli inh	AddAB inh	HTR5A inv ag	Ecoli viability	OPRM1-OPRD1 ag	Mot1-301 SUMO	PfHsp90 set2	PKA-R2B activ	PKA-R1A act	OPRM1-OPRD1 inv	Tat transport
Cc1nc(NCc2ccco2)c2cn[nH]c2n1	1.3	.	-2	.	-3.7	.	-10	1	10	19	6
Cc1cccc(C)c1NC(=O)CC(C)c1ccccc1 (stereo unspecified)	3.2	0.0	7	-0.9	-2.5	15	-10	3	-10	13	2
O=c1c2ccccc2c(-c2n[nH]c(=S)o2)nn1Cc1ccccc1	5.3	1.6	2	3.3	-1.0	7	-60	2	12	5	-2
CCCCCn1c(SCC(=O)OCC)nc2cc(C(=O)N3CCC(C(N)=O)CC3)ccc2c1=O	1.1	0.3	11	-0.9	-2.2	90	.	5	-4	10	2
O=C(NCCC1=CCCCC1)NC1CCCCC1	1.1	-1.6	-16	-0.1	-2.9	3	-17	1	-13	17	2
COc1ccccc1CCNC(=O)C(=O)NCCC1CCCCN1S(=O)(=O)c1ccccc1 (stereo unspecified)	2.9	1.1	-21	1.6	-0.6	-24	.	3	-1	4	-5
Cc1ccc(S(=O)(=O)NC(=O)c2cc(C)n(-c3cc(S(=O)(=O)N4CCOCC4)ccc3N3CCCC3)c2C)cc1	0.8	-0.9	-22	0.0	-1.1	-23	0	6	-6	6	-6
O=C(CCc1ccccc1)Nc1ccc(NC(=O)c2ccco2)nc1	1.9	1.6	-17	-0.6	-1.6	8	-10	-2	-12	9	-1
O=[N+]([O-])c1cccc2ccc(N3CCOCC3)nc12	0.2	-3.3	3	-0.3	-1.5	-17	5	2	0	7	4
CCN(CC)S(=O)(=O)c1ccc2c(c1)nc(SC(C)C(N)=O)n2-c1ccc(OC)cc1 (stereo unspecified)	1.5	0.8	-3	0.4	0.2	128	7	-4	0	-1	0
Cc1cc(C)cc(C(=O)NCC(=O)OCC(=O)N2CCN(S(=O)(=O)c3ccc4ccccc4c3)CC2)c1	1.4	2.4	-18	0.5	-0.6	52	7	-12	8	3	0
O=C(CSc1nc2ccccc2n1CCc1ccccc1)c1ccc(O)c(O)c1	4.7	.	-15	.	8.8	.	-15	-8	-2	-42	-4
N#Cc1c(N2CCOCC2)nc(N)c2c(N)nc3c(c12)CC(CCl)O3 (stereo unspecified)	0.5	-0.5	23	2.7	-0.2	5	-15	-7	4	1	2
Cn1c(CNS(=O)(=O)c2cccc(Cl)c2)cc(=O)n(C)c1=O	0.2	3.6	4	-1.1	-0.8	11	1	0	2	4	6
CCC(C)(C)C1CCC(=NNc2nc3ccccc3[nH]2)CC1 (stereo unspecified)	0.8	2.2	-3	1.9	0.3	-2	-22	-1	-3	-2	-1
